Source: PubChem
SSB-PriA inh: blocks PriA binding to SSB C-terminal tail. AID 1272365. inhibition, % at 33 µM. 430,000 tested, 0.6% active. AlphaScreen SSBct-PriA binding, biotinylated peptide; in the data active = inhibition mostly above about 37%, no sharp cut-off; inactive = mostly below about 20%;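 also: plate controls were negative control peptide for no effect and reference peptide for full effect; strong numbers were not always called active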
The depositor's hits bear a star; i = inactive; & = joins results of further samples.

SMILES	SSB-PriA inh
COc1ccc(N2C(=O)C(=O)C(=C(O)c3ccc(C)cc3)C2c2cccnc2)cc1 (stereo not given)	0
COc1ccc(C(=O)Nc2cccc3c2C(=O)N(C)C3=O)cc1OC	1
O=c1[nH]c(Nc2ccc3c(c2)OCCO3)nnc1-c1ccccc1	-15&-1
O=C(Cn1cccc(-c2nc(-c3ccccc3)no2)c1=O)Nc1ccc(Br)cc1F	-13
CC(=O)c1cccc(S(=O)(=O)N(Cc2cccs2)C2CCOCC2)c1	-6
O=C(NCC(F)(F)F)c1cccnc1	-17
O=C(NCC(c1ccco1)N1CCN(c2ccc(F)cc2)CC1)Oc1ccccc1 (stereo not given)	-4
CSc1ccccc1NC(=O)C(=O)NC[C@]1(O)CCc2ccccc2C1	-6
CCOC(=O)c1sc(=NC(=O)c2ccc(N3C(=O)CCC3=O)cc2)n(C)c1C	-3
Cc1cc(F)ccc1S(=O)(=O)NCC(c1cccs1)N1CCc2ccccc2C1 (stereo not given)	-7
COc1ccccc1NC(=O)CSc1n[nH]c(-c2ccncc2)n1	58
COC(=O)C1CCN(C(=O)CCc2csc3nc(-c4ccc(OC)cc4)cn23)CC1	-11
Cc1cc(NCCc2ccccc2)c(C=O)c(=O)n1C	-26
COc1ccc(NC(=O)c2ccno2)c2ccccc12	1
O=C(Cc1ccccc1Br)NCCn1cnc2ccsc2c1=O	-16
O=S(=O)(c1cccc(C(F)(F)F)c1)N1CCCC(COCc2ccccc2)C1 (stereo not given)	-46
O=C(NCc1cccc(C(F)(F)F)c1)c1ccc(-n2cccn2)nc1	-16
NC(=O)NCc1ccccn1	-4
Cc1ccc2nc(NN=Cc3ccccc3F)nc(-c3ccccc3)c2c1	-3
Cn1cccc1CN(Cc1cccs1)C(=O)c1cccc(C(F)(F)F)c1	-2
COc1ccc(SCC(=O)Nc2nc(-c3ccc4c(c3)CCCC4)cs2)cc1	-7
Cc1cc(SCC(=O)Nc2cc(C(C)(C)C)cc(C(C)(C)C)c2)nc2ccccc12	1
COc1cc(C(=O)NN=Cc2ccsc2C)cc(OC)c1OC	-3
Cc1ccc(-n2ncc3c(=O)n(CC(=O)Nc4ccc([N+](=O)[O-])cc4)cnc32)cc1	11
Cc1nn(-c2ccccc2)c(N2CCCCC2)c1C=NNC(=O)c1ccncc1	-6
Cc1cc2nc(NC(=O)c3cc(Cl)sc3Cl)sc2cc1C	-3
O=C(N/N=C\c1c(O)ccc2ccccc12)C(c1ccccc1)c1ccccc1	2
Cc1ccc(-c2nnc(CN3CCc4ccccc4C3)o2)cc1	-8
CC(=O)Oc1ccccc1N1C(=O)C=CC1=O	2
O=C(Cn1cnc2ccccc2c1=O)Nc1nc2c(s1)CN(S(=O)(=O)C1CC1)CC2	-29
N#Cc1ccsc1NC(=O)c1ccccc1NS(=O)(=O)c1ccc(Cl)cc1	-1&22
CC(C)(C)NC(=O)N1CCC(CNC(=O)c2ccc(-c3ccsc3)cc2)CC1	11
NS(=O)(=O)c1ccc2nc(NC(=O)c3cccs3)sc2c1	-6
O=C(Nc1ccc(SCc2ccccn2)nn1)c1cccc(F)c1	4
CCn1nccc1C(=O)Nc1sc2c(c1-c1nc3ccccc3s1)CCC(C)C2 (stereo not given)	-11&-4
CCOC(=O)c1c(NC(=O)COc2ccccc2OC)sc2ccccc12	-8&-4

Ordered by length of the SMILES (descending): three of the compounds above.
SMILES	SSB-PriA inh
NS(=O)(=O)c1ccc2nc(NC(=O)c3cccs3)sc2c1	-6
Cc1ccc(-c2nnc(CN3CCc4ccccc4C3)o2)cc1	-8
CC(=O)Oc1ccccc1N1C(=O)C=CC1=O	2

(listing goes on)
SMILES	SSB-PriA inh
O=C(NC1CCN(c2ccc(C(F)(F)F)cn2)C1)c1ccsc1 (stereo not given)	-4
O=S(=O)(c1ccccc1F)N1CCN(c2cnnc(N3CCCC3)c2)CC1	0
CN1C(=O)C(=NOC(=O)c2cccc3ccccc23)c2ccccc21	-14
CCCC[n+]1c(C)sc2ccccc21	-11
O=C(CS(=O)(=O)Cc1ccccc1)N1CCCc2ccccc21	-10
CCOc1cc(C(=O)N2CCN=C2SCc2c(F)cccc2Cl)cc(OCC)c1OCC	-5
Cc1ccc(S(=O)(=O)NCCn2cncn2)cc1C	-16
Cc1cccc(CS(=O)(=O)NCCCc2ccc(N(C)C)cc2)c1	23
COC(=O)c1ccc(-c2csc(NC(=O)c3cccc(C(F)(F)F)c3)n2)cc1	-12
O=C(NCc1ccco1)c1nnn(-c2ccccc2)c1-c1ccccn1	5
Cc1cc(NC(=O)c2n[nH]nc2-c2cccc(Cl)c2)ccc1F	-7
C(/C=C/c1ccccc1)=NNc1nc2ccccc2s1	0
O=C(Cn1cccn1)Nc1ccccc1-c1csc(-c2ccccc2F)n1	-7
COCC(=O)Nn1cnc2c(cnn2C(C)(C)C)c1=O	-11
N#Cc1ccccc1NC(=O)c1c[nH]c(=O)n(Cc2ccc3c(c2)OCO3)c1=O	-7
CC(=O)N1CCC(c2nnc(-c3ccc(F)cc3)o2)CC1	6
CCCCn1c(O)c(C=NNC(=O)c2ccncc2)c(=O)[nH]c1=O	3
COc1ccc(CC(=O)Nc2ccc(-c3ccc4nncn4n3)cc2)cc1OC	-11
O=C(Nc1nc2ccccc2s1)C1CN(C(=O)c2cnccn2)C1	-15
Cc1nc2ccccc2c(=O)n1N=Cc1ccccc1OC(F)F	-1
COc1ccc(NC(=O)c2cc(C)on2)c2ccccc12	-3
O=C(NCCn1nc(-c2ccccc2)ccc1=O)Nc1ccc2c(c1)OCO2	7
COC(=O)c1ccc(NC(=O)CSc2ccc(NC(=O)C3CC3)nn2)cc1	6
COC(=O)Nc1ccc(S(=O)(=O)NCCn2nc(-c3ccncc3)cc2C)cc1	3
O=C(c1cccs1)N1CCCSCC1CN1CCOCC1 (stereo not given)	-9
CCCS(=O)(=O)c1nc2ccccc2n1C/C=C/c1ccccc1	-14&-8
CC(=O)N1CCC(c2nnc(-c3ccco3)s2)CC1	-8
CCCN(Cc1ccsc1)C(=O)NCc1cccc2ccccc12	-15
Cc1nc(C#N)c(N/N=C\c2c(F)cccc2Cl)o1	13
CO[C@@H](CNS(=O)(=O)c1c(C)nn(C(C)C)c1C)c1ccc(Cl)s1	-7
O=C(/C=C\c1ccccc1)NCC1CN(c2ccccc2)C(=O)O1 (stereo not given)	0
COc1ccc2nc(-c3ccc(F)c(NC(=O)Nc4ccccc4)c3)cn2n1	-3
CC(=NNC(=O)COc1cccc2ccccc12)c1cccs1	-1
COc1ccc(NC(=O)C(=O)NCC(c2ccc(F)cc2)N2CCOCC2)cc1OC (stereo not given)	-11
CC(C)NC(=O)CCCCn1c(=O)c2ccccc2n(Cc2ccc(F)cc2Cl)c1=O	-6
CCC(=O)Nc1nc(-c2ccc(OC)cc2)c(C)s1	-1

Part of the list above, set out differently:
| molecule | SSB-PriA inh |
| --- | --- |
| Cc1nc(C#N)c(N/N=C\c2c(F)cccc2Cl)o1 | 13 |
| O=S(=O)(c1ccccc1F)N1CCN(c2cnnc(N3CCCC3)c2)CC1 | 0 |

Later entries.
SMILES	SSB-PriA inh
Cc1nccn1-c1cc(NC(=O)Cc2c(F)cccc2Cl)ncn1	-15
Cc1nn(C)c(C)c1S(=O)(=O)NCc1nn(C)c2c1CCCC2	-1
Cc1cc(Nc2ccc(F)cc2)n2nc(C)c(-c3ccc(Cl)cc3)c2n1	-25
NC(=O)c1ccccc1OCC#CCNC(=O)c1csc(-c2ccccc2)n1	4
CCOC(=O)c1ccccc1NC(=O)Cn1cccc(-c2nc(-c3ccc(Cl)cc3)no2)c1=O	4
COC(=O)/C=C1/SC(=NNC(=O)c2ccccc2C)NC1=O	-17
O=C(NCCc1ccccc1)N1CCN(c2cc(C(F)(F)F)ncn2)CC1	-4
Cc1[nH]c2ccccc2c1C=Nn1cnnc1	-14
COc1ccc(Cl)cc1NC(=O)CC(C)=NNC(=O)C(=O)NCc1ccccc1	4
COc1ccc(CN2C(=O)CSC2=N/N=C/c2cccs2)cc1	i
COc1ccc(C(=O)NN=C/C(Br)=C/c2ccccc2)cc1	-20
O=C(NN=Cc1ccc(Cl)cc1Cl)Nc1ccccc1	-6

Grouped by structure, those above with an NH in an aromatic ring
SMILES	SSB-PriA inh
O=c1[nH]c(Nc2ccc3c(c2)OCCO3)nnc1-c1ccccc1	-15&-1
COc1ccccc1NC(=O)CSc1n[nH]c(-c2ccncc2)n1	58
Cc1cc(NC(=O)c2n[nH]nc2-c2cccc(Cl)c2)ccc1F	-7
N#Cc1ccccc1NC(=O)c1c[nH]c(=O)n(Cc2ccc3c(c2)OCO3)c1=O	-7
CCCCn1c(O)c(C=NNC(=O)c2ccncc2)c(=O)[nH]c1=O	3
Cc1[nH]c2ccccc2c1C=Nn1cnnc1	-14

Following part.
SMILES	SSB-PriA inh
O=C(CN1C(=O)COc2ccccc21)Nc1ccc(Cl)cc1	52*
CCc1ccc2nc(NCc3cccnc3)sc2c1	16
CC(C)(C)c1cc(C(=O)Nc2nsc(-c3ccccc3)n2)cc(C(C)(C)C)c1	-2
O=C(CSc1nc2[nH]ncc2c(=O)n1-c1ccccc1)Nc1nc(-c2ccccc2)ns1	-20&-8
O=C(Nc1nc2ccccc2[nH]1)C1CCCN1/C=C/C(=O)C(F)(F)F (stereo not given)	-23
COc1ccc(NC(=O)c2oc3ccccc3c2NC(=O)c2ccc(Cl)cc2Cl)c(OC)c1	-14
COc1ccc(NC(=O)N2CCN(c3nc(N4CCOCC4)nc(-n4ccnc4)n3)CC2)cc1Cl	-5
COC(=O)Cn1c(-c2ccc(Br)cc2)cnc1SCC(=O)Nc1nccs1	0
CCC(Sc1ccc(C)cc1)C(=O)Nc1nnc(-c2ccccc2OC)s1 (stereo not given)	3
COc1ccc(-c2noc(-c3cc(-c4ccccc4)n[nH]3)n2)cc1OC	-8
COC(=O)c1ccsc1NC(=O)c1cc(N2CCCCC2)ncn1	-18
CCCNC(=O)C(=O)NCCN1CCN(c2ccc(F)cc2)CC1	-4
Cc1cc(N2CCCC2)nc(Nc2ccc(NC(=O)c3ccc4c(c3)OCO4)cc2)n1	-15
COc1ccc(C(C)=NNC(=O)c2sccc2-n2cccc2)cc1	1
CCn1c(C(C#N)=NO)nc2ccccc21	0
CCOC(=O)c1oc2ccccc2c1NC(=O)c1ccnn1C	-11
Cn1c(=O)c2c(ncn2CC(=O)N2CC(c3nc(-c4ccc[nH]c4=O)no3)C2)n(C)c1=O	-4
CCC(C(=O)N1CCN(Cc2nc(-c3ccc(F)cc3)cs2)CC1)c1ccccc1 (stereo not given)	8
Cc1ccc(OCC(O)CN(CCO)Cc2ccccc2)c(C)c1 (stereo not given)	6
Cn1c(SCC(=O)Nc2cccc(F)c2)nnc1-c1ccc(=O)n(C)c1	-7
O=C(Nc1ccc2c(c1)OCO2)C(=O)NC(c1ccccc1)c1ccccc1	-2
O=C1C(=O)N(Cc2cccnc2)C(c2ccccn2)C1=C(O)c1ccc(Br)cc1 (stereo not given)	-5
O=C(C[n+]1cccc(C=NO)c1)N1CCCc2ccccc21	-11
O=C(Nc1ccccc1)N1CCOC(Cc2ccccc2)C1 (stereo not given)	-14
CSc1ccccc1NC(=O)Cc1csc(NC(=O)c2ccc[nH]c2=O)n1	6
COC(=O)c1ccc(CSc2ccc(NC(=O)c3cccc(F)c3)nn2)o1	-11
FC(F)(F)c1cccc(Nc2ncnc3sc4c(c23)CCC4)c1	0
CCOc1ccc(-c2noc(CSc3nc4ccsc4c(=O)n3CCOC)n2)cc1	-14
N#C/C(=C\c1ccc(-c2ccc(F)cc2)o1)c1nc(-c2ccco2)cs1	-3
CN(C)S(=O)(=O)c1cccc(NC(=S)NN=Cc2cccc(O)c2)c1	16
CCOc1ccc(C(=O)Nc2sc(-c3ccccc3)cc2C(N)=O)cc1	-44
CN(C)C(CNC(=O)C(=O)Nc1ccncc1)c1cccs1 (stereo not given)	-8
COc1ccc(-c2cnc3nc(N=CN(C)C)nn3c2N=CN(C)C)cc1	-6
Cc1cc(=O)[nH]c(-n2nc(-c3cccs3)cc2NC(=O)C2(c3ccc(Cl)cc3)CCCC2)n1	-3
Cc1cc([N+](=O)[O-])cc(C)c1OCC(=O)NN=Cc1ccc(OC(=O)c2ccccc2Br)cc1	-12
COc1ccc(C=Nc2ccc(NC(=O)CCC(=O)O)cc2)c(OC)c1	4

Structures from the list above that contain a nitro group on carbon, in the order listed:
SMILES	SSB-PriA inh
Cc1ccc(-n2ncc3c(=O)n(CC(=O)Nc4ccc([N+](=O)[O-])cc4)cnc32)cc1	11
Cc1cc([N+](=O)[O-])cc(C)c1OCC(=O)NN=Cc1ccc(OC(=O)c2ccccc2Br)cc1	-12

(more compounds)
SMILES	SSB-PriA inh
CCOC(=O)C1=C(C)N=c2s/c(=C/c3ccc(OC)c(OC)c3)c(=O)n2C1c1ccco1 (stereo not given)	-7
CN1CCCc2cc(C(CNC(=O)c3ccc(Br)o3)N(C)C)ccc21 (stereo not given)	-6
CCCOc1cn(-c2ccc(F)cc2)nc1C(=O)Nc1nc(C)cs1	7
O=S(=O)(NC1CCCC(O)C1)c1ccc2c(c1)CCCC2 (stereo not given)	-1
O=C(Cn1cnc2c(nnn2-c2ccc(Cl)cc2)c1=O)NCC1CCCO1 (stereo not given)	-5
CCOCC(=O)NNC(=O)c1ccc(=O)n(Cc2ccc(Cl)cc2)c1	-7
CCOC(=O)C1=C(N)NC2=C(CCCC2)C12C(=O)Nc1ccccc12 (stereo not given)	7
Cc1ccc(/C=C/C(=O)Nc2ccc3oc(=O)ccc3c2)cc1	-5
NC(=O)Cc1cc(=O)[nH]c(=S)[nH]1	16

The list is partial; rates above refer to the full screens.
